# Bioassay records as filed in PubChem.
# PLCb3 inh = human PLC-beta3 inhibitors, primary screen, biochemical, fluorescence; 1-phosphatidylinositol 4,5-bisphosphate phosphodiesterase beta-3 (Homo sapiens), Q01970; Purified PLC-beta3, fluorogenic substrate; inhibition, % at 12.2 µM; 370,000 compounds, 0.18% hits; AID 720704, 2013; in the data active = inhibition above about 11%;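 note: 0% = median of compound wells on plate and 100% = full blocker control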
# SMARCA2 act = SMARCA2 (BRM) function activators, primary screen, cell-based, luminescence, high throughput | MG213 cells, MMTV-luciferase reporter, dexamethasone, overnight | activation, % at 9.1 µM | 370,000 compounds, 1% hits; in the data active = activation above about 7.8%;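 note: 0% = vehicle wells and 100% = reference activator wells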
# Rev-erbA mod = modulators of Rev-erb alpha DNA binding, primary screen, biochemical, FITC-DNA, fluorescence polarization, uHTS; AID 1259318, 2017; activity, % at 10 µM; Nuclear receptor subfamily 1 group D member 1 (Homo sapiens), P20393; Rev-erbα–FITC-DNA binding, 90 min; 370,000 compounds, 0.79% hits;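 active = activity above about 14%, limit read from the data; passing the limit was not always enough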;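 note: 0% = DMSO wells with 35 nM protein and 100% = DMSO wells with 750 nM protein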
# Target sequence (P20393 whole entry, looked up): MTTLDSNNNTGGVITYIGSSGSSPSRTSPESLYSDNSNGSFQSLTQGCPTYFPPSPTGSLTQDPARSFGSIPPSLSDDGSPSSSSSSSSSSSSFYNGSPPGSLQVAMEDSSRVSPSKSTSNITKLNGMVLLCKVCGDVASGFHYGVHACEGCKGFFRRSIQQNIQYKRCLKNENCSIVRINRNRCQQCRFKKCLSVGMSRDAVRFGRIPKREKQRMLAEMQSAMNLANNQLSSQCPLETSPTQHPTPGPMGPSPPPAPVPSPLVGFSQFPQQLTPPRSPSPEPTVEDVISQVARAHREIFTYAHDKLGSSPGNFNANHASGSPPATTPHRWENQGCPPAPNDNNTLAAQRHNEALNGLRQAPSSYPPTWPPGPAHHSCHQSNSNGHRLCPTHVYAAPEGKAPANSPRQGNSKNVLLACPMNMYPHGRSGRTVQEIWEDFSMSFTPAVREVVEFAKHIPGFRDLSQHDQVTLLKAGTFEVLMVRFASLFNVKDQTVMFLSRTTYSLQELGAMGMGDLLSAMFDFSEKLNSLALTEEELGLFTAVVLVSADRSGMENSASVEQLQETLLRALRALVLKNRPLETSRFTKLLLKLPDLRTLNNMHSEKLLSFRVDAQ
# ssDAF12 agonist = S. stercoralis DAF-12 nuclear receptor activators, primary screen, cell-based, luminescence, HEK293, GRIP1 co-expression, lit1-tk-luc; HEK293 ssDAF-12/GRIP1 lit1-tk-luc reporter; % of 3 µM dafachronic acid response; 370,000 compounds, 1% hits; activation, % at 6.8 µM;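 active = activation above the mean over all tested compounds plus 3 SD, cut at about 0.9% in these data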;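 note: 0% = DMSO-only wells and 100% = 3 µM delta7-dafachronic acid wells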
# hgDAF-12 ag = H. glycines DAF-12 receptor agonists, primary screen, cell-based, luminescence, HEK293, GAL4 fusion, UAS-luciferase. HEK293 GAL4-hgDAF12 UAS-luciferase reporter, agonist luminescence; normalized to butyrate control. activation, % at 6.8 µM. 370,000 compounds, 1.8% hits;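 active = activation above a cutoff set at the mean of all screened compounds plus 3 SD, cut at about 10% in these data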;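 note: 0% = DMSO wells and 100% = sodium butyrate wells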
# MBD2 inh = inhibitors of MBD2 binding to methylated DNA, primary screen, biochemical, TR-FRET, DNA-binding domain, human; Methyl-CpG-binding domain protein 2 (Homo sapiens), Q9UBB5; MBD2 binding to methylated oligonucleotide; inhibition, % at 4.4 µM; 370,000 compounds, 0.31% hits; in the data active = inhibition above about 13%
# Target sequence (Q9UBB5 whole entry, looked up, the tested form may be a part): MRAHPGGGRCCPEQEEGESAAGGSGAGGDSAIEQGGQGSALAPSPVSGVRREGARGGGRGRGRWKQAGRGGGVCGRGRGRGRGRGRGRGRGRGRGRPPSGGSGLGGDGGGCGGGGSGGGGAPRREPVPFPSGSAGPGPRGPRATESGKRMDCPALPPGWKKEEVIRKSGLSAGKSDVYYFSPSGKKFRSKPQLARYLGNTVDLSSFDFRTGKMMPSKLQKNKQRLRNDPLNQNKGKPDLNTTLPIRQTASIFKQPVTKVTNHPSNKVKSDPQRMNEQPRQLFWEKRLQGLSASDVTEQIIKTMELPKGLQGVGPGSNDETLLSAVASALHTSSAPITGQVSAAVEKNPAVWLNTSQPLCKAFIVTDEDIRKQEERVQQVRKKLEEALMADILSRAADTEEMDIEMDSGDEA
# PLC-gamma1 inh = PLC-gamma1 enzyme inhibitors, primary screen, biochemical, fluorescence, purified enzyme; 1-phosphatidylinositol 4,5-bisphosphate phosphodiesterase gamma-1 (Homo sapiens), P19174; fluorogenic substrate; inhibition, % at 12.2 µM; 370,000 compounds, 0.84% hits; in the data active = inhibition above about 9.5%
# hcDAF12 agonist = H. contortus DAF-12 nuclear receptor activators, primary screen, cell-based, luminescence, HEK293, lit1-tk-luc reporter; HEK293 hcDAF-12 lit1-tk-luc reporter; 0% DMSO, 100% Δ7-dafachronic acid; activation, % at 6.8 µM; 370,000 compounds, 1.4% hits; AID 652067, 2013;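 active = activation above the mean of all tested compounds plus 3 SD, cut at about 5.5% in these data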;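 note: 100% = response to 3 µM Δ7-dafachronic acid high control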
# DAX1 inh-1 = DAX1 (NR0B1) inhibitors, primary screen, cell-based, HEK293, Gal4-DAX1, luciferase luminescence; inhibition, % at 6.75 µM; AID 504766, 2011; HEK293 Gal4-DAX1 luciferase reporter; Nuclear receptor subfamily 0 group B member 1 (Homo sapiens), P51843; 340,000 compounds, 0.99% hits;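 active = inhibition above the mean over all tested compounds plus 3 SD, cut at about 4.2% in these data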;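 note: 0% = DAX1-transfected cells with DMSO and 100% = empty-vector control cells with DMSO; inhibition shows as a rise in luminescence from relieved DAX1 repression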
# ADAM17 inh = ADAM17 inhibitors, primary screen, biochemical, QFRET | recombinant ADAM17, EDANS/DABCYL FRET peptide cleavage | Disintegrin and metalloproteinase domain-containing protein 17 (Homo sapiens), P78536 | inhibition, % at 6.95 µM | 370,000 compounds, 0.83% hits;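 active = inhibition above the mean of compounds lying between control limits plus 3 SD, set per campaign, cut at about 8.5% in these data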;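 note: 0% = DMSO-only wells as the low control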
# DAX1 inh-2 = DAX1 (NR0B1) inhibitors on StAR promoter, primary screen, cell-based, luminescence, SF-1 (NR5A1), full-length DAX-1; 370,000 compounds, 1.1% hits; inhibition, % at 6.8 µM; AID 652010, 2013; HEK293T StAR-luciferase reporter, SF-1/DAX-1 repression relief;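 active = inhibition above the mean over all tested compounds plus 3 SD, cut at about 3.6% in these data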;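 note: 0% = DAX-1 cells with DMSO and 100% = cells lacking DAX-1 with DMSO; higher inhibition means more luminescence from relief of DAX-1 repression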
# Numbers without * were called inactive; i = inactive; · = not tested or not shown.
no.	mol	PLCb3 inh	SMARCA2 act	Rev-erbA mod	ssDAF12 agonist	hgDAF-12 ag	MBD2 inh	PLC-gamma1 inh	hcDAF12 agonist	DAX1 inh-1	ADAM17 inh	DAX1 inh-2
1	C=CCOC(=O)C(C#N)c1nc2ccccc2nc1N1CCN(c2ccccc2OCC)CC1 (stereo unspecified)	-2	-3	-3	-1.0	1.2	1	-4	-0.8	-0.2	-1	-0.1
2	CN1C(N)=NC(=O)/C1=C/c1ccc(F)cc1	-2	-1	-5	-1.3	-3.3	-9	5	2.4	·	1	1.3
3	CCN(C(=O)COC(=O)c1cc([N+](=O)[O-])ccc1N1CCOCC1)C1CCS(=O)(=O)C1 (stereo unspecified)	-12	-1	-8	-1.1	1.7	6	5	-0.8	0.2	-8	0.7
4	CC(C)(CNC(=O)c1ccc(S(=O)(=O)N2CCCC2)cc1)N1CCOCC1	-7	-3	3	-1.6	-0.7	8	1	0.0	0.5	-8	0.3
5	COc1ccc(C2C3=C(Nc4ncnn42)c2ccccc2CCC3)cc1 (stereo unspecified)	-67	-1	3	-0.9	2.5	3	-47	-1.0	-0.4	-30	0.4
6	CCOC(=O)c1ccc(CNC(=O)c2cc(C(C)(C)C)oc2C)o1	-2	-3	1	-0.8	-0.4	2	1	-1.0	-2.1	-3	-0.6
7	Cc1cc(C)n(CCCNC(=O)COc2ccc([N+](=O)[O-])cc2)n1	-4	-3	-3	0.1	-1.5	3	-1	-2.8	-0.7	-4	-0.3
8	O=c1nc(SCc2c(F)cccc2Cl)nc(-c2ccccc2)[nH]1	-7	-5	-4	-0.8	-2.1	9	4	-0.1	·	-4	0.1
9	O=C(CSc1nnc(-c2ccncc2)s1)Nc1ccc(Cl)c(C(=O)O)c1	-9	1	-5	-1.5	-3.2	4	-4	1.9	-0.4	-6	-0.1
10	CC(C)NC(=O)N[C@H]1C[C@@H]2O[C@@H](CO)CC[C@@H]2O[C@@H]1CCc1ccc(-c2ccccc2F)cc1	4	-3	-4	-0.5	-2.4	2	0	-1.8	·	3	0.2
11	COCC(=O)Nc1nnc(COc2ccccc2)s1	-5	-4	-1	-0.7	1.6	5	-3	0.6	1.7	-6	1.0
12	CCOC(=O)c1sc(NS(=O)(=O)c2ccccc2Cl)nc1C	2	2	-2	-1.7	-1.5	1	0	-1.8	0.2	0	-0.5
13	CCNC(=O)CSc1nnc(CN2CCCCCC2=O)n1-c1ccccn1	-2	0	0	-0.9	-2.8	-1	-1	0.4	0.2	-3	0.6
14	Cc1ccn(CCC(=O)O)n1	0	-6	-2	-1.3	-0.9	0	6	-1.1	1.9	0	0.2
15	O=C(CN1C2=NCCN2c2ccccc21)c1ccco1	1	2	0	-1.4	-1.4	3	4	0.8	-0.5	-1	0.6
16	CC(C)CC1C(=O)N(Cc2cn(Cc3ccco3)nn2)CCS(=O)(=O)N1Cc1ccc(-c2cccc(N(C)C)c2)cc1 (stereo unspecified)	-15	-3	-2	-1.1	-3.0	-2	-16	-1.9	-0.9	2	0.7
17	O=C(O)C1CCN(C(=O)c2csc(-c3ccc4c(c3)CCO4)n2)CC1	-2	-3	4	-1.3	0.4	2	-3	-1.5	1.6	-10	0.1
18	CC(C)(C)Cc1nnc(NC(=O)Cc2ccc([N+](=O)[O-])cc2)s1	1	-2	-2	-0.6	4.8	-4	-1	-1.0	-0.4	1	0.0
19	CCN(CC)c1ccc(NC(=O)Nc2ccc(C(C)=O)cc2)cc1	1	-1	1	-1.2	2.4	-6	-2	0.7	-1.8	4	-1.4
20	CC(=O)c1ccc(N2CCN(C(=O)c3cccs3)CC2)c(F)c1	-6	1	0	-0.7	1.6	-1	-3	-0.5	2.1	2	-0.1

# 3 compounds from above, sorted by molecular weight, largest number first:
no.	mol	PLCb3 inh	SMARCA2 act	Rev-erbA mod	ssDAF12 agonist	hgDAF-12 ag	MBD2 inh	PLC-gamma1 inh	hcDAF12 agonist	DAX1 inh-1	ADAM17 inh	DAX1 inh-2
10	CC(C)NC(=O)N[C@H]1C[C@@H]2O[C@@H](CO)CC[C@@H]2O[C@@H]1CCc1ccc(-c2ccccc2F)cc1	4	-3	-4	-0.5	-2.4	2	0	-1.8	·	3	0.2
1	C=CCOC(=O)C(C#N)c1nc2ccccc2nc1N1CCN(c2ccccc2OCC)CC1 (stereo unspecified)	-2	-3	-3	-1.0	1.2	1	-4	-0.8	-0.2	-1	-0.1
17	O=C(O)C1CCN(C(=O)c2csc(-c3ccc4c(c3)CCO4)n2)CC1	-2	-3	4	-1.3	0.4	2	-3	-1.5	1.6	-10	0.1

# Some entries already given, reduced to DAX1 inh-2 and SMARCA2 act.
entry	molecule	DAX1 inh-2	SMARCA2 act
11	COCC(=O)Nc1nnc(COc2ccccc2)s1	1.0	-4
12	CCOC(=O)c1sc(NS(=O)(=O)c2ccccc2Cl)nc1C	-0.5	2
15	O=C(CN1C2=NCCN2c2ccccc21)c1ccco1	0.6	2
17	O=C(O)C1CCN(C(=O)c2csc(-c3ccc4c(c3)CCO4)n2)CC1	0.1	-3

# Next part:
no.	mol	PLCb3 inh	SMARCA2 act	Rev-erbA mod	ssDAF12 agonist	hgDAF-12 ag	MBD2 inh	PLC-gamma1 inh	hcDAF12 agonist	DAX1 inh-1	ADAM17 inh	DAX1 inh-2
21	Cc1cccc(N2CCN(C(=O)CCCn3c(=S)[nH]c4cc5c(cc4c3=O)OCO5)CC2)c1C	1	-3	24*	-1.5	-1.0	5	-3	-0.8	-0.4	-4	0.1
22	Cc1nn(C(C)(C)C)c(OC(=O)c2cccs2)c1Sc1ccccc1	2	-2	0	-1.6	0.2	-1	1	-1.3	0.0	1	-0.5
23	N#Cc1ccccc1S(=O)(=O)N1CCN(CC(=O)NC(=O)NC2CCCCC2)CC1	-4	-2	4	-1.6	-1.6	-1	-4	-0.3	-0.3	1	0.1
24	Cc1ccnc(NC(=O)c2cc3ccccc3o2)c1	-7	0	4	-0.7	0.5	-3	-5	3.7	-3.3	1	2.5
25	CC(C)C[C@H](NC(=O)Nc1cccc(Br)c1)C(=O)O	-1	-2	10	-1.7	2.3	-2	-1	-0.9	0.2	-4	-0.1
26	C=CC[C@@H](CC(=O)N[C@@H](CO)Cc1ccccc1)C(=O)NC[C@H](OC(=O)[C@@H](CC=C)Cc1ccc(F)cc1)c1ccccc1	3	1	2	-1.5	0.2	-2	-15	-0.2	0.4	1	-0.1
27	CS(=O)(=O)c1nc(-c2ccccc2)cc(C(F)(F)F)n1	3	-10	·	-1.2	-9.8	2	2	-0.9	-4.2	-2	-3.1
28	COc1ccc(C2CC(=O)N3C(=C2C#N)SCC3(O)c2ccccc2)cc1 (stereo unspecified)	-195	-7	1	-1.8	-3.8	-9	-145	-1.7	0.3	1	-1.4
29	CC1=NN(C(=O)Cc2ccc([N+](=O)[O-])cc2)C(O)(c2cccnc2)C1 (stereo unspecified)	1	-3	-2	-1.3	-1.4	3	-1	-1.1	0.4	-3	1.1
30	COCC(C)NC(=O)CSc1nc2cc(S(=O)(=O)N3CCCCC3)ccc2o1 (stereo unspecified)	-2	-3	0	-0.9	-3.7	-3	2	-0.8	0.4	1	1.0
31	C[C@@H]1CN([C@H](C)CO)C(=O)CCCn2cc(nn2)CO[C@H]1CN(C)C(=O)c1ccccc1	-2	-2	-5	-0.7	1.0	2	-3	0.3	·	-7	1.3
32	CCN(CC)S(=O)(=O)c1ccc(N2CCOCC2)c(NC(=O)c2cc([N+](=O)[O-])ccc2Cl)c1	0	-2	0	-1.6	-5.2	-3	0	-1.1	2.2	-2	-0.3
33	O=C(O)CCCC(=O)N1N=C(c2ccccc2)CC1c1cccs1 (stereo unspecified)	-7	1	1	-1.0	0.5	2	-2	-0.3	0.8	-2	1.0
34	CC(CCc1ccccc1)NC(=O)Cn1cccc1C(=O)c1ccccc1 (stereo unspecified)	-7	0	4	-1.5	2.5	1	-2	0.4	1.2	0	-0.7
35	COc1ccc(Cl)cc1NC(=O)COC(=O)CCCC1=NS(=O)(=O)c2ccccc2N1	-2	-3	-1	-0.5	0.3	1	-2	-1.1	0.8	2	0.5
36	O=S(=O)(NCCc1ccccc1)c1cnc(Cl)c(Br)c1	-8	0	-2	-1.0	-1.5	1	-3	-0.5	0.8	-2	1.1
37	COc1ccc(/C=C/CN2CCN(CC(C)C)C(CCO)C2)cc1 (stereo unspecified)	-8	-1	1	-0.4	0.9	-6	-8	0.3	-0.1	0	0.5
38	O=S(=O)(c1ccc(Cl)cc1)N1CCN(CCc2ccncc2)CC1	-1	-4	0	-1.0	-0.1	-7	-1	-2.8	1.7	0	-0.6
39	O=S(=O)(c1ccc(SCCOc2ccc(Cl)cc2)nc1)N1CCCC1	3	-2	4	-0.6	1.1	8	0	0.2	0.5	-4	-0.6
40	O=C(CN1CCc2ccccc2C1)Nc1ccc(OC(F)(F)F)cc1	-4	1	-2	-1.4	3.2	3	2	2.6	-0.7	2	-0.3
41	Cc1cc(C(=O)NNC(=S)NCC2CCCO2)cs1 (stereo unspecified)	5	0	-2	-1.8	2.4	-7	3	-2.0	0.2	-4	-0.3
42	Brc1ccccc1OCCCCN1CCCCC1	-4	-1	1	-0.5	0.4	-1	0	1.5	1.9	-5	0.3
43	CCCC(C)c1nnc(NC(=O)C2CCCO2)s1 (stereo unspecified)	2	3	2	-1.3	2.0	3	2	-0.5	0.3	-3	-0.1
44	O=C(Nc1cccc2nsnc12)c1cccnc1Cl	-244	-4	-3	-1.5	-1.0	-4	-224	-2.3	0.3	-15	-0.8
45	Cc1ccc(S(=O)(=O)c2c(N)n(C)c3nc4ccccc4nc23)cc1	i	2	0	-0.7	-0.2	-3	i	0.5	0.1	i	-0.2
46	CCOc1ccc(NC(=O)COC(=O)c2ccc3ncsc3c2)cc1OCC	-5	1	4	-0.9	0.0	5	-4	-0.8	-0.3	-2	0.3
47	CCc1ccc(C(C)NC(=O)Cc2ccc(F)cc2)cc1 (stereo unspecified)	0	1	-3	-1.4	3.5	-1	0	-0.1	-0.8	-1	-0.3
48	CCOC(=O)c1c(NC(=O)Cc2ccccc2)sc2c1CC(C)(C)NC2(C)C	1	-1	-6	-1.6	1.2	-2	0	-2.9	-0.5	-1	-0.3
